# miR-122 sensor = miR-122 Renilla sensor signal increase in Huh7, primary screen, miR-122 inhibitor project, cell-based, single point, plate reader; activation (reporter increase), % at 12.5 µM; Huh7 miR-122 Renilla luciferase sensor, 48 h; neutral wells = 0, positive control = 100; 340,000 compounds, 0.3% hits; AID 602342, 2012;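 active = mean replicate activation score at least 90 and every replicate individually at or above 90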;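 note: higher luciferase means less miR-122 activity so hits act as miR-122 inhibitors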
# PGC1a acetyl inh = inhibitors of PGC1a acetylation signal, primary screen, cell-based, U2OS, AlphaScreen, inhibitor mode; AlphaScreen anti-acetyl-lysine; with virally co-expressed GCN5 acetyltransferase; inhibition, % at 15.6 µM; 350,000 compounds, 0.17% hits; AID 651687, 2012;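 active = every replicate shows inhibition of at least 40%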;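 note: 0% = neutral control wells and 100% = positive control wells; some results beyond the cut were filed as inactive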
# E-sel inducer = E-selectin induction in HUVECs, primary screen, imaging, HUVEC, immunofluorescence imaging, single point | P16581 | normalized: neutral wells 0, TNF-alpha wells 100 | activation, % at 7.58 µM | 260,000 compounds, 0.37% hits;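 active = mean E-selectin-positive cell signal at least 10% of the positive control, reached in at least 60% of replicates, without over 20% cell loss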;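 note: in these data hits start at about 27%; measured in HUVEC primary endothelial cells; signal is the percent of cells scored E-selectin positive by PE staining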
#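 Test system: HUVEC; input: 3,000 HUVEC/well; measured by: immunofluorescence imaging; read-out: % PE-positive cells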
# RAD54 inh = inhibitors of human RAD54 branch migration, primary screen, biochemical, fluorescence, single point; inhibition, % at 10.4 µM; 360,000 compounds, 0.14% hits; RAD54 Holliday junction branch migration, FAM/BHQ fluorescence; AID 602329, 2012; DNA repair and recombination protein RAD54-like (Homo sapiens), Q92698;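 active = mean normalized replicate activity at least 40 and at least half of replicates scoring 40 or more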;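 note: 0% = median of neutral control wells and 100% = median of positive control wells; inhibitors cause a drop in the FAM fluorescence signal; in these data hits start at about 50%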
# ERAP1 HTS inh = human ERAP1 aminopeptidase inhibitors, primary screen, biochemical, single point, plate reader; inhibition, % at 10.7 µM; AID 652197, 2013; recombinant ERAP1, Leu-AMC fluorescence, 60 min; Endoplasmic reticulum aminopeptidase 1 (Homo sapiens), Q9NZ08; 340,000 compounds, 0.15% hits;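 active = mean replicate inhibition of at least 30%, or all replicates individually reaching that 30% level; inactive = mean below 30% and not every replicate reaching it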;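 note: 0% = neutral control wells and 100% = L-leucinethiol positive control wells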
# Target sequence (Q9NZ08 whole entry, looked up): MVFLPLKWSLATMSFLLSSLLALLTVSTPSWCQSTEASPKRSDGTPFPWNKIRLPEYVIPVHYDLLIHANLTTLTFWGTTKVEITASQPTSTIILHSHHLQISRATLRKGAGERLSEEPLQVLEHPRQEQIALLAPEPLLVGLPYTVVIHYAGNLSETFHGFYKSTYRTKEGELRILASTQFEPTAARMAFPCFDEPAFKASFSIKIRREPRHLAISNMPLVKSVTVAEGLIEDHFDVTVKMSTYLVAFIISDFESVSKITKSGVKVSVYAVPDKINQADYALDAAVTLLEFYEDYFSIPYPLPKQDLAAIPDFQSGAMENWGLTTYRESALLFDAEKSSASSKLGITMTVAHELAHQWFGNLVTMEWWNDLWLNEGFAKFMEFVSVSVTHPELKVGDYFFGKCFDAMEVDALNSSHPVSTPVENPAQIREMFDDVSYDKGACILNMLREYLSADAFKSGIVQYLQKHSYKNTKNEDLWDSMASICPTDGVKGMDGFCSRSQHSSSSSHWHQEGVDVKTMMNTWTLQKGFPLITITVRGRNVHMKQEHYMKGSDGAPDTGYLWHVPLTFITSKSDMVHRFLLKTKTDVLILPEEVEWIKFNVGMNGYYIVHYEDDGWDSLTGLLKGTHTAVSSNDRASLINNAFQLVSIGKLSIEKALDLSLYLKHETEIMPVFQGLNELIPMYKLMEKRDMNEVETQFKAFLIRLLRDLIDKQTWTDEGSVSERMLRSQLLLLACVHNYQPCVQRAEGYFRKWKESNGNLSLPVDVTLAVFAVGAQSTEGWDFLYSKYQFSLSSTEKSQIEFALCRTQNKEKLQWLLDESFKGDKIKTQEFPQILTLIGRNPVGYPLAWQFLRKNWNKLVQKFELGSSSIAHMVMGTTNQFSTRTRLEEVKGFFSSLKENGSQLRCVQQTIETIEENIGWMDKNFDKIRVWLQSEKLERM
# Cneo AK release = Cryptococcus neoformans cell lysis inducers, primary screen, AK release luminescence, single concentration | lysis activity, % at 15 µM | 360,000 compounds, 0.2% hits | C. neoformans lysis, adenylate kinase release luminescence, 4 h; normalised: neutral wells 0, clomiphene wells 100 | AID 651654, 2012;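 active = mean lysis activity across replicates of at least 80%, whatever share of replicates individually reach that level; inactive = mean lysis activity below 80%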
#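 Material: C. neoformans cells | Amount: Yeast cell density of 5 × 10^6 cells/mL | Medium: Fresh YPD growth medium | Dosing: Single dose | Times: Static 4 h at 37 °C with compound, 1 h detection | Detection: AK luminescence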
# PglD inh = C. jejuni PglD acetyltransferase inhibitors, primary screen, biochemical, DTNB colorimetric, single point; purified PglD enzyme, DTNB colorimetric CoA detection; inhibition, % at 12.5 µM; 360,000 compounds, 0.098% hits; AID 602405, 2012; in the data active = inhibition above about 16%, passing the limit was not always enough; note: strong numbers were not always called active
# RAD52 anneal inh = RAD52 DNA annealing inhibitors, primary screen, biochemical, FRET, single point, set 2; 360,000 compounds, 0.46% hits; inhibition, % at 18.7 µM; recombinant RAD52 DNA annealing, FRET fluorescence;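 active = every replicate showing at least 50% inhibition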
# The depositor's hits bear a star; i = inactive; / = no result given; & = joins results of further samples; [ ] = remark or other dose.
SMILES,miR-122 sensor,PGC1a acetyl inh,E-sel inducer,RAD54 inh,ERAP1 HTS inh,Cneo AK release,PglD inh,RAD52 anneal inh
C=CCCc1ccc(C#N)c(SCc2c(C(=O)OCC)c3cc(OC(C)=O)c(Br)cc3n2C)n1,-3,5,/,8,/,0,4,/
CC1(C)OC(=O)N2CCc3ccccc3C21C (configuration not stated),-4,0,/,-3,/,-1,-3,/
Oc1ccc(-c2nc3ccccc3s2)cc1,4,-14,0.6,/,-1,/,/,-17
COc1nc(Nc2cccc([N+](=O)[O-])c2)nc(OC)n1,-12,-7,/,/,-2,/,/,-18
CO[C@H]1CN(C)C(=O)c2cc(NS(=O)(=O)c3cccc(C)c3)ccc2OC[C@H](C)NC[C@@H]1C,17[16.7 µM],-13,-0.1,11,2,-2,0,-20
Cc1cccc(NC(=S)Nc2cccc(C(F)(F)F)c2)n1,3,/,/,-2,/,16,4,/
CCOc1ccc(NC(=O)c2ccc(S(=O)(=O)N(C)C)cc2)cc1,-4,8,2.5,-5,2,-3,-2,-9
O=C(Nc1ncn[nH]1)c1c(Cl)ccc(Cl)c1Cl,7,-3,/,-2,/,-1,-4,/
CCOc1ccc(NC(=S)N2CCC(C(=O)c3ccc(OC)cc3)CC2)cc1,3,4,-0.3,1,2,3,-6,-5
COc1cc(/C=N/NC(=O)NC23CC4CC(CC(C4)C2)C3)ccc1OCC(N)=O,-24,-8,-0.1,-9,-1,0,7,-20
O=C(CSCc1ccc(Cl)cc1Cl)Nc1c[nH]c(=O)[nH]c1=O,-2,-12,/,-8,0,-14,-3,-31
COc1ccc(-c2nn(-c3ccccc3)cc2C=O)cc1[N+](=O)[O-],-3,-18,0.8,0,3,1,-7,5
CCCN1[C@@H]2c3ccc(-c4ccc(C(=O)N(C)C)cc4)c(=O)n3C[C@@H]2[C@@H](CO)[C@@H]1C(=O)NCC,8[16.7 µM],/,0.3,-5,-3,-2,-1,-4
C=C1[C@@H](CCO)N(S(=O)(=O)C(C)(C)C)C[C@@H]1C,-2,6,0.0,-4,2,9,1,-6
Cc1ccc(Nc2n[nH]c(=S)s2)cc1C,12,/,-4.0,-2,-1,-1,0,-6
C[C@H]1CN([C@@H](C)CO)C(=O)c2cc(C#CCc3ccccc3)cnc2O[C@@H]1CN(C)Cc1cccc(F)c1,-8[16.7 µM],/,-0.1,-5,1,2,0,33
CCOc1ccc(Cl)cc1S(=O)(=O)N1CCC(C(=O)NC2CC2)CC1,2,/,0.0,2,0,13,-1,-11
Cc1nc2sccn2c(=O)c1S(=O)(=O)Nc1ccc(N2CCOCC2)c(Cl)c1,17,-9,/,-2,0,4,-4,-5
Cc1ccc(-c2cc([C@H]3[C@@H]4C=CCC[C@@]4(C)C(=O)N3Cc3ccccc3)ccc2F)cc1,13,-16,-0.2,1,/,-3,-2,-4
Cn1c(SCC(=O)NC(C)(C)C)nc(O)cc1=O,-4,7,/,-12,-1,11,-4,-6

# Entries above containing two or more sulfur atoms:
SMILES,miR-122 sensor,PGC1a acetyl inh,E-sel inducer,RAD54 inh,ERAP1 HTS inh,Cneo AK release,PglD inh,RAD52 anneal inh
Cc1ccc(Nc2n[nH]c(=S)s2)cc1C,12,/,-4.0,-2,-1,-1,0,-6
Cc1nc2sccn2c(=O)c1S(=O)(=O)Nc1ccc(N2CCOCC2)c(Cl)c1,17,-9,/,-2,0,4,-4,-5

# Next part
SMILES,miR-122 sensor,PGC1a acetyl inh,E-sel inducer,RAD54 inh,ERAP1 HTS inh,Cneo AK release,PglD inh,RAD52 anneal inh
Cc1cccc(C)c1N(CC(=O)N1CCN(C)CC1)S(C)(=O)=O,3,10,/,-3,/,-16,-194,/
Oc1ccc(Oc2ncc(Cl)cc2Cl)cc1,2,0,/,10,/,2,1,/
CCNC(=O)c1ccc(NS(=O)(=O)c2ccccc2)cc1,-2,-3,/,-12,/,-1,5,/
Cc1noc(C)c1NC(=O)N(C)C[C@H]1OCCCC[C@H](C)Oc2ccc(NS(=O)(=O)c3ccc(Cl)cc3)cc2C(=O)N([C@@H](C)CO)C[C@@H]1C,0[16.7 µM],4,/,-2,-3,6,-2,-2
O=C(NCc1cccc(C(F)(F)F)c1)c1csc([C@H]2C[C@H](O)[C@@H](CO)O2)n1,9,/,-0.1,-1,-2,3,-3,-7
Cn1c(=O)c2c(nc(NCc3ccco3)n2C)n(C)c1=O,-5,-3,/,3,/,2,-89,/
COc1cc2[nH]c(=O)n(Cc3ccc(C(=O)NCCCN4CCC(C)CC4)cc3)c(=O)c2cc1OC,-11,12,/,35,/,2,-1,/
COc1ccc(-c2nnc(-c3ccc4ccccc4c3)o2)cc1,1,0,0.3,5,-3,-1,-1,-7
CCS(=O)(=O)N1CCC(NC(=O)C(Cc2cc(OC)ccc2OC)NC(C)=O)CC1 (configuration not stated),-1,7,0.0,-3,1,0,-2,-5
CCCSc1n[nH]c(NC(C)=O)n1,-8,0,0.0,2,3,2,2,-6
Cn1c(SCC(=O)c2ccc(-c3ccccc3)cc2)nnc1-c1ccco1,2,/,/,-1,/,-1,-6,/
C[C@@H](O)C#Cc1ccc2c(c1)O[C@H](CN(C)C(=O)C1CC1)[C@@H](C)CN([C@@H](C)CO)S2(=O)=O,-3[16.7 µM],5,0.3,-1,2,1,5,10
CS(=O)(=O)c1ccc(NC(=O)C2CCCN(C(=O)c3ccc(Cl)cc3)C2)cc1 (configuration not stated),1,1,-0.4,-1,-1,2,-6,2
CCOCC(=O)N1CCN(Cc2ccc3c(c2)OCO3)CC1,16,16,0.2,8,3,-3,3,-12
O=C(NCC1CC1)[C@@H]1[C@@H](CO)[C@@H]2Cn3c(ccc(-c4ccccc4)c3=O)[C@H]1N2Cc1nccs1,0[16.7 µM],/,-0.2,3,1,-3,4,-15
CC(=O)N/C(=C\c1ccc2c(c1)OCO2)C(=O)NC(C(=O)O)c1ccccc1 (configuration not stated),2,18,-0.1,-14,3,-5,1,-21
COC(=O)CCCN1C(=O)c2cccc3cccc(c23)C1=O,-21,/,/,13,4,-1,-6,8
C=CCN1C(=O)S/C(=C\c2ccc3c(c2)n(C)c(=O)n3C)C1=O,-3,1,2.4,-2,0,-2,-4,-13
O=C(NCCCn1ccnc1)c1ccc(Br)cc1,-6,1,1.1,8,-2,2,-4,0
C[C@H]1CN([C@@H](C)CO)C(=O)c2cccc(NC(=O)C3CC3)c2O[C@H]1CN(C)S(=O)(=O)c1ccccc1,-9[16.7 µM],6&-2,0.2&-0.2,3&-1,-1&-2,1&-1,-1&3,0&1
CCOc1ccc(NC(=O)c2c(NC(=O)CN3CCN(C)CC3)sc3c2CCC3)cc1,-8,/,1.0,13,-1,0,1,24
COc1ccc(-c2cn(CCO)c(CCN)n2)cc1,/,/,0.2,4,-2,1,-3,-8
O=C(NCCNCCO)c1c(O)c2cccc3c2n(c1=O)CCC3,-3,-3,/,33,/,0,-3,/
CCN(C(=O)COC(=O)c1nccnc1N)c1cccc2ccccc12,-6,13,0.7,-5,-1,-1,4,-27
CCC(=O)Nc1cccc(C2=NOC3(C2)C[C@@H](C(N)=O)N(C(=O)CC(c2ccccc2)c2ccccc2)C3)c1 (some centres not stated),14,/,-0.1,-3,2,-13,-2,-18
OC(CNCc1ccccc1F)(c1ccc(F)cc1)c1ccc(F)cc1,-4,-7,1.1,/,-3,/,/,-7
COc1ccc(N(CC(=O)NCC2CCCO2)S(=O)(=O)c2c(C)noc2C)cc1 (configuration not stated),-3,/,/,-3,/,9,-1,/
Cc1cccc(Cn2c(C)nc3c(N)c(C)c(C)cc32)c1,3,-9,8.2,/,-4,/,/,-8
COc1cc(CNc2cc(C)ccc2C)cc(OC)c1OC,-4,0,/,4,1,0,-3,0
O=C(COC(=O)CN1C(=O)c2ccccc2C1=O)Nc1cccc(F)c1,/,-4,-0.4,-3,0,1,-8,1
Cc1nc2nc(SCc3ccccc3)[nH]n2c(=O)c1C,2,-5,/,4,1,3,2,-6
CC(C)C(=O)Nc1cccc(C(=O)Nc2cc([N+](=O)[O-])ccc2F)c1,7,7,3.6,/,12,/,/,3
Cc1ccc2[nH]c(C)c(/C=C/c3cc[n+](C)cc3)c2c1,/,/,-0.1,i,16,1,-3,i
COc1ccccc1NS(=O)(=O)c1cc(C(=O)N2CCCCCC2)ccc1C,58,-5,-1.7,-7,1,0,2,-11
CCC(C)(C)NC(=O)CSc1nc(Cc2ccccc2)nc2ccccc12,-3,0,-0.2,-2,0,0,5,-19
COc1ccc(NC(=O)N(C)C[C@@H]2Oc3ccc(NC(=O)c4ccncc4)cc3CC(=O)N([C@H](C)CO)C[C@H]2C)cc1,-2[16.7 µM],-1,-13,-6,7,-8,-4,9
COC(=O)C[C@@H]1CC[C@@H]2[C@@H](COc3ccc(NC(=O)c4ccccc4OC)cc3C(=O)N2C)O1,17[16.7 µM],-6,0.1,-13,/,-2,0,/
O=C(Cn1c(=O)n(-c2ccccc2)c(=O)c2oc3ccccc3c21)Nc1ccccc1,-4,0,/,5,/,1,-6,/
COc1cc(NC(=O)c2cccnc2)ccc1NC(=O)c1ccccc1Cl,/,/,/,2,2,2,-5,-8
CCOCCCNC(=O)C(NC(=O)c1ccccc1O)c1ccc(Cl)cc1 (configuration not stated),2,10,/,5,/,-1,-3,/
COc1ccc(OC)c(NC(=O)NNS(=O)(=O)c2ccc(C)cc2C)c1,-8,/,-1.3,-1,0,2,-3,-15
O=C(Cn1cccc1C(=O)c1ccccc1)NCc1ccc2c(c1)OCO2,4,0,/,3,/,1,-2,/
CN(C)CCCN1C(=O)[C@@]2(Cc3ccccc31)c1ccccc1C(=O)N(Cc1ccccc1C(F)(F)F)[C@H]2c1ccc(CO)cc1,/,4,/,-4,-1,0,0,-14
Cc1[nH]c(C)c(S(=O)(=O)N2CCCCC2)c1C(=O)N1CCCC1,5,-1,85*,-14,6,8,0,-8
COC(=O)c1ccc(-c2cc(CC3(C(=O)OC)CCN(C(=O)OC(C)(C)C)CC3)on2)cc1,-5,-8,0.6,2,-7,0,1,-19
CCOC(=O)c1cccnc1NC(=O)c1ccccc1,-2,-9,-0.3,/,7,/,/,-13
Cc1ccc(S(=O)(=O)Nc2ccc3c(c2)C(=O)N([C@H](C)CO)C[C@@H](C)[C@H](CN(C)S(=O)(=O)c2ccccc2)O3)cc1,6[16.7 µM],0,0.0,2,3,-1,0,11
Cc1ccc(C(=O)NCC(=O)OC(C)C(=O)Nc2ccccc2[N+](=O)[O-])s1 (configuration not stated),/,/,0.1,-4,3,1,0,-10
Cc1cc(C)c(OCCN2C(=O)NC(C)(C)C2=O)c(Cl)c1,-8,-8,/,1,/,1,-7,/
O=C(CCn1c(=O)sc2ccccc21)Nc1nc2ccccc2s1,5,-14,-1.5,1,-2,-1,/,1

# Two of the compounds above, with bars between the fields:
structure | miR-122 sensor | PGC1a acetyl inh | E-sel inducer | RAD54 inh | ERAP1 HTS inh | Cneo AK release | PglD inh | RAD52 anneal inh
Cc1cc(C)c(OCCN2C(=O)NC(C)(C)C2=O)c(Cl)c1 | -8 | -8 | / | 1 | / | 1 | -7 | /
CN(C)CCCN1C(=O)[C@@]2(Cc3ccccc31)c1ccccc1C(=O)N(Cc1ccccc1C(F)(F)F)[C@H]2c1ccc(CO)cc1 | / | 4 | / | -4 | -1 | 0 | 0 | -14

# Screens: PubChem, Broad Institute
